PLK1 PBD block – qHTS for Inhibitors of PLK1-PDB (polo-like kinase 1 - polo-box domain): Primary Screen; Plk1 PBD binding of FITC phosphopeptide, fluorescence polarization; hit rate 2.8% among 360,000; Serine/threonine-protein kinase PLK1 (Homo sapiens), P53350; Potency, µM, for the others: max response, negative = inhibition, hits mostly inhibitors; also: potency is read from the fitted curve at half-maximal effect; series mostly up to about 57 µM; % is scaled to controls: 0 for no effect and ±100 for the full control effect; nearly all actives have a fitted effect of over 65% in size
Target sequence (P53350 whole entry, looked up, the tested form may be a part): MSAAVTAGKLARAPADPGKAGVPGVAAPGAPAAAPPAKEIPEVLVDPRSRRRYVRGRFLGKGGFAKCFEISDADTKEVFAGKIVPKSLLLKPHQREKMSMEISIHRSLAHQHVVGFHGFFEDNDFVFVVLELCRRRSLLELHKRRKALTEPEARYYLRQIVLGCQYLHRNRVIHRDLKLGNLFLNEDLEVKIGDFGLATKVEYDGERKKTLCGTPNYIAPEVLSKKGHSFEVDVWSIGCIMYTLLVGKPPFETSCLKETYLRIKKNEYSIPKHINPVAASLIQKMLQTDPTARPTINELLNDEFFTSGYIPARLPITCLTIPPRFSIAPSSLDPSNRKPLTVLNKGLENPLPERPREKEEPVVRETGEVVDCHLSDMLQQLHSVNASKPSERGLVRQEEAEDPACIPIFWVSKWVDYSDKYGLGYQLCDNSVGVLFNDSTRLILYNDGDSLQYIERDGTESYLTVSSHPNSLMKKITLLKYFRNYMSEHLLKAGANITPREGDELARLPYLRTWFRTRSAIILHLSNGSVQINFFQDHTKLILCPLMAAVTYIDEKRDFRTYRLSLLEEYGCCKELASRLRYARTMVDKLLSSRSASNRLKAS
EPAC1 ag – qHTS for Agonist of cAMP-regulated guanine nucleotide exchange factor 3 (EPAC1): primary screen; EPAC1 agonist qHTS, biochemical assay; response scale: 100% = response to 6.5 mM cAMP; hit rate 0.073% among 360,000; Rap guanine nucleotide exchange factor 3 (Homo sapiens), O95398; Potency, µM (highest dose often 154 µM), for the others: top-dose activation, most hits filed as activators; AID 720707, 2013; also: potency is read from the fitted curve at half-maximal effect; nearly all actives have a fitted effect of over 60% in size
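EPAC1 100 nM, Rap1B–BODIPY-GDP 250 nM, unlabeled GDP 50 uM; compound titration; 5 min RT; kinetic read ex480/em540 at 5-min intervals ×30 min; data normalized to 6.5 mM cAMP agonist control.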
EPAC1 antagonist – qHTS for Antagonist of cAMP-regulated guanine nucleotide exchange factor 3 (EPAC1): primary screen. EPAC1 GEF assay, Rap1b-BODIPY-GDP exchange fluorescence. Potency, µM (top dose mostly 115 µM), without a hit: at the highest dose activity change, negative = inhibition, actives largely listed as inhibitors. hit rate 0.14% among 360,000. AID 720709, 2013;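 also: potency is read from the fitted curve at half-maximal effect; plate controls were vehicle for no effect and positive control for full effect; nearly all actives have a fitted effect of over 50% in size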
IL2 activator – qHTS of IL-2 Activators; IL-2 activation reporter assay, cell-based qHTS; stimulated with anti-CD3/CD4/CD28 beads; in transgenic mouse T cells; activation, % (series mostly up to about 46 µM); hit rate 0.065% among 360,000; in the data active = activation above about 50%; inconclusive = mostly about 30% to 49%; also: 0% is about no effect
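First, unstimulated transgenic mouse T cells were exposed to compound for 60 min. Next, anti-CD3/anti-CD4-coated beads with anti-CD28 were added. Finally, after 18 h at 37 degrees C, EGFP and DsRed were imaged.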
aSyn yeast inh – qHTS of alpha-syn Inhibitors. Yeast expressing alpha-synuclein, growth rescue, BacTiter-Glo, 24 h. hit rate 0.14% among 370,000. Potency, µM (titrated, usually from 46.1 µM), for inactives: at the top dose growth rescue (activation), hits mostly activators. AID 652106, 2013; also: potency is read from the fitted curve at half-maximal effect; % of control where 0% means no effect; nearly all actives have a fitted effect of over 65% in size
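Readout is rescue of growth in alpha-synuclein-expressing yeast, so inhibitors of toxicity appear as activators. Growth after 24 hr at 30 deg C in galactose medium is quantified by luminescence.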
WRN inhibitor – qHTS for Inhibitors of WRN Helicase | Bifunctional 3'-5' exonuclease/ATP-dependent helicase WRN (Homo sapiens), Q14191 | WRN helicase unwinding, fluorescent forked duplex, kinetic | Potency, µM (titrated, usually from 114 µM), for inactives: at the highest dose activity change, negative = inhibition, hits mostly inhibitors | hit rate 0.46% among 360,000 | AID 651768, 2012; also: potency is read from the fitted curve at half-maximal effect; % is scaled to controls: 0 for no effect and ±100 for the full control effect; nearly all actives have a fitted effect of over 55% in size
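Primary qHTS, 1536-well format. 20 nM WRN + compound, 15 min RT; start with 100 nM forked fluorophore/quencher duplex, 2 mM ATP (final); kinetic read ex 525/em 598 nm.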
Abeta rescue – qHTS for compounds that reverse cellular toxicity of Amyloid beta (A-beta) peptide in yeast: Primary Screen; yeast expressing A-beta42, growth rescue, OD600, 48 h; response scale: 0% DMSO, 100% iron-clioquinol control; Potency, µM (titrated, usually from 46.1 µM), for the others: at the top dose growth rescue, actives largely listed as activators; hit rate 0.063% among 410,000; also: potency is read from the fitted curve at half-maximal effect; nearly all actives have a fitted effect of over 55% in size
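Yeast A-beta toxicity model in growth medium with pinned compounds, 48 h at 30 C; growth read as absorbance at 600 nm. Normalized to FeCl3/clioquinol equimolar mix (positive) and DMSO (negative).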
PI5P4Ka inh – qHTS for Inhibitors of phosphatidylinositol 5-phosphate 4-kinase (PI5P4K); PI5P4Kalpha enzyme, ADP-Glo luminescence, 60 min; hits give low values; max response, %; hit rate 1.2% among 330,000; AID 652105, 2013; active = max response of -50% or lower; inconclusive = between -30% and -50%; inactive = -30% or higher; also: value at the top dose of about 77 µM; % is scaled to controls: 0 for no effect and ±100 for the full control effect
Target sequence (P48426 whole entry, looked up): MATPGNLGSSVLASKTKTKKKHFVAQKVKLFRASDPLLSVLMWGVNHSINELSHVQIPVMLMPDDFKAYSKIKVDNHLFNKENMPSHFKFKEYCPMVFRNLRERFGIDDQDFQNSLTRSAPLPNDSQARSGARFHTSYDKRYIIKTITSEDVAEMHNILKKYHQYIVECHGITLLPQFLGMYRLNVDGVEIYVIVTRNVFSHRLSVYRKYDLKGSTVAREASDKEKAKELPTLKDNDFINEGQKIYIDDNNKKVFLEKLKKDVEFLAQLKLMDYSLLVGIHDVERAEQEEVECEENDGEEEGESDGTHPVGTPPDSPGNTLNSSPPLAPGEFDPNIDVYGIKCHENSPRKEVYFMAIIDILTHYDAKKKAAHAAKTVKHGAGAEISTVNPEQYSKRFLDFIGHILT
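Controls without substrate or without enzyme flank wells where PI5P4Kalpha converts substrate using 5 microM ATP (final). Incubation lasts 60 minutes at room temperature; ADP formed is read by ADP-Glo luminescence.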
FUS yeast rescue – qHTS for Suppressors of FUS Proteinopathy: Primary screen using FUS-linked yeast assay. S. cerevisiae FUS-expressing, growth rescue, OD600, 24 h. Potency, µM (series often up to 76.6 µM), for inactives: top-dose growth rescue (activation), usual class: activators. hit rate 0.24% among 390,000;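 also: potency is read from the fitted curve at half-maximal effect; plate controls were DMSO vehicle for no effect and reference control for full effect; nearly all actives have a fitted effect of over 55% in size; some results filed as inactive show a strong effect at the top dose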
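Restored growth of FUS-toxic S. cerevisiae, read as 600 nm absorbance after 24 h at 30C in galactose medium (starting OD 0.005). Controls CP55940 and DMSO.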
Active calls of the source: *; ? = inconclusive; · = no result given; & = joins results of further samples; [ ] = remark or other dose. Unless noted, calls follow the shape of the dose curve; as a rule, active = well fitted curve in the direction sought with a large enough effect; inconclusive = small, poorly fitted or top-dose-only effect, or another doubt; inactive = no such curve, though single readings can be large; an effect the other way counts as inactive or inconclusive. Random draw from the library (roughly 4.1% active in at least one column).

SMILES	PLK1 PBD block	EPAC1 ag	EPAC1 antagonist	IL2 activator	aSyn yeast inh	WRN inhibitor	Abeta rescue	PI5P4Ka inh	FUS yeast rescue
O=C(NC1CCCCCCC1)c1ccc(Br)o1	-20%	1%	-4%	-2.9	-15%	4%	0%	0	30%
C/C(=N\Nc1nc(-c2cc(C)ccc2C)cs1)c1cc2ccccc2oc1=O	-23%	5%	-3%	1.4	0%	-33%	6%	-5	·
COc1ccc(OC)c(NC(=O)c2nnn(CC(=O)Nc3ccc4c(c3)OCO4)c2N)c1	1%	-17%	-20%	-0.4	-5%	-20%	-18%	-2	?
CC[C@H](C)[C@H]1O[C@]2(CC[C@@H]1C)C[C@@H]1C[C@@H](CC=C(C)[C@@H](O[C@H]3C[C@H](OC)[C@@H](O[C@H]4C[C@H](OC)[C@@H](O)[C@H](C)O4)[C@H](C)O3)[C@@H](C)C=CC=C3CO[C@@H]4[C@H](O)C(C)=C[C@@H](C(=O)O1)[C@]34O)O2	-4%	-28%	-5%	-0.7	25%	-6%	-1%	-1	7.1µM*
Cc1ccc(CN2CCN(/N=C/c3cc(Br)ccc3O)CC2)cc1	-7%	10%	9%	1.0	1%	5%	-17%	·	21%
O=C(Nc1ccccc1O)c1ccc(C(=O)c2ccccc2)o1	9%	-5%	-16%	-1.2	2%	-2%	3%	0	7%
CC(C)(C)CN1CCNC[C@H]1Cc1ccc(O)cc1	0%	-13%	22%	0.0	-2%	8%	-7%	-10	-15%
O=C1Nc2ccccc2N(O)N1c1ccc(Cl)cc1	-15%	11%	-17%	0.1	-8%	5%	11%	-4	-20%
Cc1ccc(N(CCC(=O)O)S(=O)(=O)c2cccc(C(F)(F)F)c2)cc1	-9%	-8%	-11%	-1.9	11%	10%	?	-1	10%
Cc1cc(CNC(=O)CC2C(=O)NCCN2Cc2ccc(-c3ccccc3)cc2)nn1C (stereo not drawn)	-16%	3%	-28%	-0.3	9%	-4%	13%	1	24%
Cc1cccc(NC(=S)NNc2cccc(Cl)c2)c1	27µM*	9%	-15%	0.0	13%	-20%	13µM*	1	40%
COCCN(C(=O)CCC(=O)Nc1cc(C)on1)C(C(=O)NC1CCCC1)c1ccc(C)cc1 (stereo not drawn)	?	-15%	-15%	0.2	-1%	0%	-12%	4	?
COC(=O)c1cccc(Cn2c(Cl)c(/C=N/NC(=O)c3ccccc3Cl)sc2=O)c1	-2%	11%	3%	0.0	-3%	-2%	14%	·	28%
Cc1ccc(S(=O)(=O)N2CCN(C(=O)c3cc4c(C)nn(-c5ccccc5C)c4s3)CC2)cc1	-3%	6%	19%	1.3	0%	-9%	-5%	6	?
COC(=O)C(C)N(C(=O)c1ccc(Cl)cc1)c1c(C)cccc1C (stereo not drawn)	-10%	6%	?	-1.5	13%	-4%	5%	·	8%
CN(C)c1ccc(NC(=O)CSc2nnc(-c3cccs3)n2Cc2ccco2)cc1	0%	1%	7%	0.5	-7%	-2%	5%	·	?
COc1ccc(NC(=O)c2cc(S(=O)(=O)N3CCCCC3)c[nH]2)cc1Cl	3%	-16%	-12%	0.2	2%	-4%	-10%&-4%	-11	-23%&3%
CCOc1ccccc1-n1nnnc1SCc1nc2ccccc2s1	-1%	6%	-2%	-0.5	5%	-10%	0%	7	·
Cc1ccc(-c2cc(O)cc3sc(=O)oc23)cc1C	-5%	3%	-6%	7.1	-18%	-4%	·	-4	7%
Cc1c(NC(=O)COC(=O)/C=C/c2ccccc2Br)c(=O)n(-c2ccccc2)n1C	-5%	-5%	41%[activator]	-0.1	-8%[1.84 µM]	4%	-3%	1	46%
CCOC(=O)c1cccc(-n2c(C)cc(C=O)c2C)c1	-11%	7%	-2%	-1.9	3%	-3%	-4%	-14	12%
CC(C)Cc1nnc(NS(=O)(=O)c2ccccc2)s1	?	-12%	3%	-1.6	10%	15%	13%	-19	-8%
Cc1ccc(Cn2nc3c4cc(F)ccc4n(Cc4ccc(F)cc4)cc-3c2=O)cc1	-7%	17%	-3%	1.2	-4%	0%	4%	-4	-14%
COc1cccc(CNC(=O)CC2C(=O)NCCN2CCCc2ccccc2)c1 (stereo not drawn)	-2%	-2%	-24%	-0.7	-11%	-4%	-13%	-1	18%
O=S(=O)(/N=C(\Nc1ccc(F)cc1)C(F)(F)F)c1ccccc1	-6%	3%	4%	-0.5	-1%	-4%[57.1 µM]	-5%	·	2%
O=C(NCCc1ccccc1)C1CCCN(S(=O)(=O)c2cccc3nsnc23)C1 (stereo not drawn)	-3%	-5%	-9%	-0.1	1%	-16%	29%	0	·
CCOC(=O)CSc1ncnc2c1sc1nc(N3CCOCC3)c3c(c12)CCCC3	2%	4%	11%	-0.2	-1%	5%	3%	-10	-10%
COCCCn1c(-c2ccc(OC)cc2)nc2c1c(=O)[nH]c(=O)n2Cc1ccccc1	3%	-11%	-6%	2.7	1%	-21%	1%	5	4%
Cc1cccc(CSc2nncc(=O)[nH]2)c1	?	8%	-10%	1.2	3%	-4%	14%	-26	-7%
N#Cc1c(NCCN)nc(-c2ccccc2)c2c1CCCC2	2%	1%	-1%	0.0	2%	-4%	6%[9.22 µM]	6	-23%
Cn1cccc1-c1cc(C(=O)N/N=C/c2cccc(O)c2)[nH]n1	-24%	14%	9%	0.4	0%	-16%	-18%	8	?
COC(=O)c1ccc(C#Cc2ccccc2)o1	-16%	13%	-1%	0.2	?	-4%	-10%	-1	-1%
C[C@H]1CN(S(=O)(=O)C(C)(C)C)[C@H](CCO)/C1=C\c1ccccc1	-22%	-9%	-9%	-0.8	6%	-10%	-2%	-4	-11%
Nc1nnc(SCc2ccccc2F)n1-c1ccccc1	0%	-1%	9%	4.5	-9%	8%	-2%	-3	3%
CCOc1ccc(N(C(=O)c2snc(C(N)=O)c2N)C(CC)C(=O)NC2CCCC2)cc1 (stereo not drawn)	3%	-17%	-16%	1.9	0%	-6%	-19%	0	7%
O=C(NCc1cccs1)c1cc(-c2ccccc2)nn1CC1CC(c2cccc([N+](=O)[O-])c2)=NO1 (stereo not drawn)	2%&-14%	2%	-1%	-1.5	-6%	-1%	-11%	1	27%

One compound at a time (already shown).
`O=S(=O)(/N=C(\Nc1ccc(F)cc1)C(F)(F)F)c1ccccc1` is entered as PLK1 PBD block = -6%; EPAC1 ag = 3%; EPAC1 antagonist = 4%; IL2 activator = -0.5; aSyn yeast inh = -1%; WRN inhibitor = -4%[57.1 µM]; Abeta rescue = -5%; PI5P4Ka inh = ·; FUS yeast rescue = 2%
`Cn1cccc1-c1cc(C(=O)N/N=C/c2cccc(O)c2)[nH]n1` is entered as PLK1 PBD block = -24%; EPAC1 ag = 14%; EPAC1 antagonist = 9%; IL2 activator = 0.4; aSyn yeast inh = 0%; WRN inhibitor = -16%; Abeta rescue = -18%; PI5P4Ka inh = 8; FUS yeast rescue = ?

Going on with the list:
SMILES	PLK1 PBD block	EPAC1 ag	EPAC1 antagonist	IL2 activator	aSyn yeast inh	WRN inhibitor	Abeta rescue	PI5P4Ka inh	FUS yeast rescue
O=C(CSc1ccccn1)NC1CCCc2c1cnn2-c1ccccc1F (stereo not drawn)	-7%	-7%	20%	-2.9	-1%	4%	2%	0	4%
CCCN1C(=O)/C(=N\OCC(=O)NC23CC4CC(CC(C4)C2)C3)c2ccccc21	-8%	3%	0%	0.2	-3%	1%	-3%	-11	·
Cc1ccccc1N1C(=O)C(Cl)=C(N2CCN(c3ccccc3)CC2)C1=O	-12%	7%	-5%	3.5	-1%	-7%	14%	5	?
Cc1csc(NC(=O)C2CCN(S(=O)(=O)c3ccccc3F)CC2)n1	-3%	-8%	0%	-5.8	17%	-26%	-7%	-2	24%
COc1ccc(/C=N/NC(=O)c2cccc(Br)c2)cc1CN1CCOCC1	-1%	9%	6%	0.2	5%	2%	-3%	4	7%
O=C(N/N=C/c1cccs1)c1cccc2cc[nH]c12	-3%	5%	-20%	-1.4	0%	-12%	3%	·	16%
CN(C(=O)CN1CCN(c2ccc([N+](=O)[O-])cn2)CC1)c1ccccc1	-10%	-11%	-5%	-4.2	-4%	-4%	-5%	0	4%
COc1ccc(C2/C=C\CN(CC(C)C)CC(=O)N2Cc2ccc(F)cc2)cc1 (stereo not drawn)	-5%	-12%	-3%	2.2	11%	-5%	9%	0	-2%
Cc1nc(NCc2cccnc2)c2c3c(sc2n1)CCCC3	-4%	4%	4%	-0.5	6%	-4%	-3%	2	14%
Cc1nc2ccsc2c(=O)n1-c1ccc(Cl)cc1	-5%	0%	7%	-3.0	-5%	-5%	3%	0	18%
CN1CCN2c3ccccc3Cc3ccccc3C2C1 (stereo not drawn)	4%	-18%	6%	0.0	5%&5%&2%	4%	-10%	2	-21%
CCS(=O)(=O)N1CCN(c2ccc(S(=O)(=O)N3CCOCC3)cc2)CC1	1%	-5%	-11%	-0.6	4%	7%	3%	7	5%
Cc1ccc(OCCOc2ccc(S(=O)(=O)N3CCCC3)cc2C(N)=O)cc1	0%	-5%	5%	0.3	-7%	6%	-21%	0	-5%
Nc1ccn([C@@H]2O[C@H](CNCc3ccc(OCC(=O)Nc4nccs4)cc3)[C@@H](O)[C@H]2O)c(=O)n1	-6%	0%	-4%	-0.4	7%	-6%	-10%	-2	-28%
COc1ccc(O)c(/C=N/NC(=O)c2ccc(CSc3nc(C)cc(C)n3)cc2)c1	-8%	-22%	?	-0.5	-6%	?	-20%	-6	17%
CCOc1cc(/C=N/N2C(=O)NC3(CCCCC3)C2=O)cc(Br)c1O	-10%	9%	-5%	-1.2	-1%	4%	9%	-8	-28%

High-throughput results (PubChem BioAssay)
